Assay outcomes from PubChem BioAssay.
Mdm2 MdmX PPI = inhibitors of human Mdm2/MdmX interaction; O15151+Q00987; SaOS-2 split-luciferase Mdm2/MdmX complementation, luminescence; inhibition, % at 8 µM; 3% of 330,000 active; AID 485346;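 active means inhibition of at least 50% at 8 µM in the primary screen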
Target sequence (O15151 whole entry, looked up): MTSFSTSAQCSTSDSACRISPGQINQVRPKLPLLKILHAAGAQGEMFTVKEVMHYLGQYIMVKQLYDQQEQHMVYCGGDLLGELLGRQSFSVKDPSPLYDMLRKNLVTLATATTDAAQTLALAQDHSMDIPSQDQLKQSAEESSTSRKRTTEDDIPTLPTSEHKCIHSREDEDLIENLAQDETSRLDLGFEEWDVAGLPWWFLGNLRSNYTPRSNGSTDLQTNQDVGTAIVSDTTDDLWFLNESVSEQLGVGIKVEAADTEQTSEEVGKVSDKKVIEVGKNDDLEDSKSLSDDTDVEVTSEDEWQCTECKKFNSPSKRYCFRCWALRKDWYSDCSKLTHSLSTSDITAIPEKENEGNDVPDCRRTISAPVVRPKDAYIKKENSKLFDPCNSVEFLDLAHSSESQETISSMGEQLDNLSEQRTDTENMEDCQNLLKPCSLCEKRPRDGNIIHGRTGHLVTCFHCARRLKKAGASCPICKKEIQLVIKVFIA
Target sequence (Q00987 whole entry, looked up): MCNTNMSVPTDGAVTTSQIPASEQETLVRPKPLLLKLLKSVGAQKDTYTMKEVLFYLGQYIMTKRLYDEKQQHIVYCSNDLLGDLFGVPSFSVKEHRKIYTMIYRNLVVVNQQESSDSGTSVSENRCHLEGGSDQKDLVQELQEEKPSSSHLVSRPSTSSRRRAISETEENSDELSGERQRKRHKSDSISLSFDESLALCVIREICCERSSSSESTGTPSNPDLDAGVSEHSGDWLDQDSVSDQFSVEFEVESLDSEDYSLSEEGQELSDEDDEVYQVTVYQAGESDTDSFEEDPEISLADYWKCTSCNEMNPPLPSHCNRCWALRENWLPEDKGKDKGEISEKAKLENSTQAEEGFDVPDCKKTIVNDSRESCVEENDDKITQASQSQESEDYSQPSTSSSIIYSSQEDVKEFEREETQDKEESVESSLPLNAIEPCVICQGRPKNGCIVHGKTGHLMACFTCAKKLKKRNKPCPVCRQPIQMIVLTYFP
APJ antag = antagonists of human APJ apelin receptor. P35414. CHO-K1 APJ beta-arrestin complementation, luminescence. inhibition, % at 20 µM. 0.32% of 330,000 active. AID 2521;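 active means inhibition above about 40% at 20 µM, limit read from the data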;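 further: cells challenged with 10 nM apelin-13 agonist together with compound; plate controls were apelin-13 plus DMSO wells for no effect and DMSO wells lacking apelin-13 for full effect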
UPR XBP1 act = activators of adaptive arm of unfolded protein response (XBP1) | CHO-XBP1 luciferase reporter, IRE1-XBP1 UPR activation, luminescence; percent of tunicamycin response, DMSO as zero | 0.33% of 330,000 active | activation, % at 20 µM;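 active means versus positive control, 20 µM dose yields 30% or more activation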;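 further: 100% = tunicamycin at 10 µg/mL and 0% = DMSO only wells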
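Assay system: IRE1-XBP1 luciferase reporter CHO line. Input: 1000 cells/well. Buffer or medium: F12 with 10% serum. Doses: 20 µM, 1% DMSO. Times: overnight seeding at 37 °C, 6 h compound treatment at 37 °C. Technique: Steady-Glo luciferase glow luminescence, 10 min after reagent addition.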
CXCR6 inh = inhibitors of human CXCR6 receptor. AID 602244. inhibition, % at 20 µM. CHO-K1 PathHunter CXCR6 beta-arrestin, luminescence. O00574. 0.36% of 360,000 active; in the data active means inhibition above about 34%, passing the limit was not always enough;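 further: antagonist mode with CXCL16 agonist at 10 nM final; 0% = 10 nM CXCL16 with DMSO and 100% = unstimulated wells without agonist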
tim23-1 inh = tim23-1 yeast growth inhibition; inhibition, % at 20 µM; S. cerevisiae tim23-1 growth, BacTiter-Glo luminescence, 24 h; 1.3% of 330,000 active;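 active means growth inhibition of the mutant yeast at or above 50%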;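 further: temperature-sensitive mutant grown at 25 °C; plate controls were DMSO-treated mutant yeast for no effect and medium wells lacking yeast for full effect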
CCR6 antagonist = blocks CCL20-driven beta-arrestin recruitment at human CCR6; 0.49% of 340,000 active; AID 493098; P51684; CHO-K1 CCR6 PathHunter beta-arrestin, luminescence, CCL20-stimulated; inhibition, % at 20 µM;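 active means compounds whose inhibition of the agonist-driven luminescence signal at 20 µM reaches about 50%, limit read from the data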;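 further: cells stimulated with CCL20 at 14 nM final; plate controls were DMSO with CCL20 for no effect and DMSO without agonist for full effect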
APJ ag = activates the human apelin receptor APJ | P35414 | CHO-K1 APJ PathHunter beta-arrestin, luminescence; 0% DMSO wells, 100% apelin | activation, % at 20 µM | 0.11% of 330,000 active;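 active means activation more than six SD over the plate average, tested at 20 µM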;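 further: 0% = DMSO alone and 100% = apelin-13 at 10 nM; some results filed as inactive read as strong as hits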
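Assay system: CHO-K1 APJ beta-arrestin complementation cell line / Compound: single test compound dose, 20 µM final, 1% DMSO / Times: overnight seeding, 90 min compound at 25 °C, 1 h detection / Technique: beta-gal luminescence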
EBI2 antag = blocks human EBI2 receptor beta-arrestin signaling; P32249; EBI2 beta-arrestin recruitment, luminescence, 7a,25-OHC stimulated; inhibition, % at 5 µM; 0.81% of 360,000 active; AID 651636; in the data active means inhibition above about 38%;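 further: enzyme fragment complementation signal reports receptor beta-arrestin coupling in cells; 0% = agonist plus DMSO wells and 100% = wells without agonist; some results beyond the cut were filed as inactive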
UPR CHOP act = activators of apoptotic arm of unfolded protein response (CHOP); AID 449763; activation, % at 10 µM; 0.34% of 330,000 active; CHO-CHOP luciferase reporter, UPR activation, luminescence; percent of tunicamycin response over DMSO baseline;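 active means at 10 µM dose, activation of 40% or more, normalized to positive control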;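 further: 100% = tunicamycin at 10 µg/mL and 0% = DMSO alone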
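System: CHO-CHOP luciferase reporter cell line | Buffer or medium: F12 medium containing 10% fetal bovine serum | Doses: One dose, 10 µM in 0.5% DMSO | Times: 6 h compound exposure at 37 °C after overnight seeding | Signal: Luciferase luminescence | Read-out: % activation vs tunicamycin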
* = called active by the depositor. Only part of the results is shown; the hit share may differ from the screen's.

SMILES	Mdm2 MdmX PPI	APJ antag	UPR XBP1 act	CXCR6 inh	tim23-1 inh	CCR6 antagonist	APJ ag	EBI2 antag	UPR CHOP act
O=C(N/N=C/c1ccccc1[N+](=O)[O-])c1ccncc1	30.4	-12.0	1.2	2.5	4.8	7.4	-1.5	2.6	1.0
O=C(COc1cccnc1[N+](=O)[O-])Nc1ccc(N2CCOCC2)cc1	-24.2	12.7	2.2	-1.9	8.0	10.1	-1.0	-11.4	0.9
O=C(Nc1cccc(S(=O)(=O)N2CCOCC2)c1)c1ccccn1	15.2	-0.3	1.4	8.0	19.5	3.1	-4.8	-11.2	-0.1
O=C(NCc1n[nH]c(=S)n1-c1ccc(Cl)c(Cl)c1)c1ccc(S(=O)(=O)N2CCCCC2)cc1	13.9	-0.5	-3.1	11.1	16.7	2.1	-1.0	-8.7	1.7
O=C(COC(=O)c1ccc(O)cc1)c1ccc(S(=O)(=O)N2CCCCC2)cc1	0.6	15.7	-1.5	9.3	15.8	17.3	-2.3	-0.6	1.1
Cc1cccc(N2CCN(C(=O)C(NS(=O)(=O)c3cccs3)c3ccccc3)CC2)c1C (stereo unspecified)	17.4	-0.5	-0.4	6.3	20.3	9.4	2.4	10.5	2.3
Cc1ccccc1S(=O)(=O)Cc1ccc(C(=O)NCCN2CCN(Cc3ccccc3)CC2)o1	24.5	3.6	-0.8	-3.1	-7.6	-0.2	-4.2	-0.5	-5.4
COc1ccc(/C=C2\SC(N)=NC2=O)cc1Cl	15.1	-17.0	-1.2	9.4	-26.2	5.2	-1.9	-3.7	-1.0
Nc1cccc(C(=O)O)c1	-13.0	-2.9	-8.1	1.1	10.4	-0.3	-2.2	-0.1	2.6
COC(=O)c1sccc1-n1cccc1C(=O)N1CCOCC1	19.7	21.9	0.5	1.5	19.4	1.5	2.5	1.6	0.6
CC(C)CN1C(=O)C(=O)N(CC(=O)NC2CCCc3ccccc32)C1=O (stereo unspecified)	18.8	-1.7	-0.2	-3.8	11.4	-14.4	-1.5	0.9	-1.5
CCOc1cc(C2C(C(=O)N3CCOCC3)=C(C)NC3=C2C(=O)CCC3)ccc1O (stereo unspecified)	6.8	8.3	-2.0	4.7	3.9	4.8	4.4	-8.2	0.2

2 successive records already listed:
SMILES	Mdm2 MdmX PPI	APJ antag	UPR XBP1 act	CXCR6 inh	tim23-1 inh	CCR6 antagonist	APJ ag	EBI2 antag	UPR CHOP act
O=C(COC(=O)c1ccc(O)cc1)c1ccc(S(=O)(=O)N2CCCCC2)cc1	0.6	15.7	-1.5	9.3	15.8	17.3	-2.3	-0.6	1.1
Cc1cccc(N2CCN(C(=O)C(NS(=O)(=O)c3cccs3)c3ccccc3)CC2)c1C (stereo unspecified)	17.4	-0.5	-0.4	6.3	20.3	9.4	2.4	10.5	2.3

Structural class: those above containing a thiophene ring, fused or not
SMILES	Mdm2 MdmX PPI	APJ antag	UPR XBP1 act	CXCR6 inh	tim23-1 inh	CCR6 antagonist	APJ ag	EBI2 antag	UPR CHOP act
Cc1cccc(N2CCN(C(=O)C(NS(=O)(=O)c3cccs3)c3ccccc3)CC2)c1C (stereo unspecified)	17.4	-0.5	-0.4	6.3	20.3	9.4	2.4	10.5	2.3
COC(=O)c1sccc1-n1cccc1C(=O)N1CCOCC1	19.7	21.9	0.5	1.5	19.4	1.5	2.5	1.6	0.6

The listing picks up with the two entries that preceded the break.
SMILES	Mdm2 MdmX PPI	APJ antag	UPR XBP1 act	CXCR6 inh	tim23-1 inh	CCR6 antagonist	APJ ag	EBI2 antag	UPR CHOP act
CC(C)CN1C(=O)C(=O)N(CC(=O)NC2CCCc3ccccc32)C1=O (stereo unspecified)	18.8	-1.7	-0.2	-3.8	11.4	-14.4	-1.5	0.9	-1.5
CCOc1cc(C2C(C(=O)N3CCOCC3)=C(C)NC3=C2C(=O)CCC3)ccc1O (stereo unspecified)	6.8	8.3	-2.0	4.7	3.9	4.8	4.4	-8.2	0.2
Cc1ccn(C(=O)c2cc3c(C)nn(-c4ccccc4)c3s2)n1	30.4	29.0	4.7	-9.6	0.8	-1.0	-0.8	14.1	7.1
O=[N+]([O-])c1cccc(C(O)C23CN4CN(CN(C4)C2)C3)c1 (stereo unspecified)	8.3	18.6	0.1	-11.1	-7.5	9.7	-1.1	9.6	-0.5
COC(=O)c1cn(C(=O)c2cc(Br)ccc2Cl)c2ccccc12	15.8	11.9	-2.8	7.2	6.4	8.9	1.6	-9.4	-1.2
Cc1ccc(N=C2NC(=O)/C(=C/c3cccnc3)S2)cc1C	6.1	3.3	6.0	1.3	6.4	15.2	1.2	46.9*	0.8
S=c1[nH]nc(-c2ccncc2)n1/N=C/c1ccccc1Cl	17.2	11.8	-1.3	10.9	7.1	17.6	-0.9	-1.9	-2.9
CCc1ccc2[nH]c(=O)c(C(c3nnnn3CC3CCCO3)N3CCCc4ccccc43)cc2c1 (stereo unspecified)	6.4	-16.4	2.5	1.0	10.7	6.3	1.8	9.2	2.6
COc1ccccc1-n1cnc2sc(C)c(C)c2c1=O	-17.1	-7.4	-1.0	9.9	23.7	8.9	1.9	-1.1	-0.4
CC(C)n1ncc2c(C(=O)NCCc3ccc(F)cc3)cc(C3CC3)nc21	24.4	8.6	-2.9	8.6	30.6	21.2	10.8	17.7	1.6
O=C(c1cc2cc(Cl)ccc2[nH]1)N1CCN(C(=O)c2ccco2)CC1	-0.7	-10.0	-5.6	-4.9	27.8	-8.7	4.0	72.7*	-0.8
CCN(C(=O)COC(=O)CNC(=O)c1ccc(C)c(C)c1)C1CCS(=O)(=O)C1 (stereo unspecified)	2.0	0.5	-2.3	-6.1	5.7	8.3	-2.3	14.0	0.0
CS(=O)(=O)c1ccc(-c2nnc(NC(=O)c3ccco3)o2)cc1	-1.5	9.6	-2.0	1.6	0.4	2.0	1.4	2.6	1.0
CCCCN1CCN=C1N(C)C	5.1	-9.0	-2.2	3.9	0.5	8.7	-2.7	4.6	1.5
Cn1nc(C(F)(F)F)c2cc(C(=O)N3CCOCC3)sc21	19.0	17.8	-3.3	-4.1	3.9	11.3	-1.3	-8.4	-1.6
COc1ccc(OC)c(C2CC(=O)Nc3cc(OC)c(OC)c(OC)c32)c1 (stereo unspecified)	55.8*	9.0	1.7	4.2	-0.3	7.5	-6.8	-5.3	-4.2
O=C(CSc1ccccc1)NCC1(N2CCOCC2)CCCCC1	6.8	-53.1	-2.8	-1.7	1.4	8.4	4.1	-0.7	0.6
O=C(O)Cn1nc(-c2ccccc2)cc1-c1ccccc1	-6.9	20.1	-3.2	-3.2	-0.3	-7.5	-1.5	4.4	0.5
C/C(CC(=O)Nc1ccc2c(c1)OCCO2)=N\NC(=O)COc1ccc(C)cc1	1.2	0.0	-2.0	5.6	1.0	12.2	-2.8	0.8	1.1
O=c1cc(-c2ccc(O)cc2)oc2c1ccc1ccccc12	42.2	10.9	-0.7	-7.5	0.6	-3.2	-2.0	11.6	0.8
CCN1CCN(c2ccc(S(=O)(=O)N3CCOCC3)cc2NC(=O)c2ccc(C(F)(F)F)cc2)CC1	21.2	3.5	-2.4	-0.8	2.5	6.8	2.6	-15.9	2.0
N#CCSc1ccc2nc(-c3ccccc3)cn2n1	-51.0	5.5	-2.4	-1.6	29.4	0.5	-2.3	7.5	3.5
CCN(CC)c1ccc(C(=O)Nn2c(C)nc3ccccc3c2=O)cc1	21.9	-17.8	-5.6	-9.8	29.3	1.7	-2.0	1.7	0.6
COc1ccc(CNc2nc(-c3ccccc3)nn2C(=O)c2cccs2)cc1	-26.3	-3.9	-1.2	2.3	-0.1	14.3	-5.1	-21.8	2.0
O=C(Nc1cccc(S(=O)(=O)N2CCCCC2)c1)c1cncc(Br)c1	15.7	7.8	-2.5	-0.5	18.5	12.2	-1.2	6.1	-1.8
Cc1ccc(OCCN2C(=O)S/C(=C\c3ccc(C)o3)C2=O)cc1	-42.0	-22.6	-1.9	-6.3	6.8	17.3	-0.5	4.6	0.1
O=S(=O)(NCCN1CCOCC1)c1ccc(-c2ccc(S(=O)(=O)NCCN3CCOCC3)cc2)cc1	8.8	-23.3	1.2	6.5	5.6	11.5	1.8	-3.1	-0.2
COc1ccc(OC)c(NC(=O)c2ccc(-n3cccn3)nc2)c1	-1.9	-1.9	-0.2	-4.5	-0.2	-4.4	0.5	-2.3	-2.2
Cn1c(SCc2ccc(C(C)(C)C)cc2)nnc1C1COc2ccccc2O1 (stereo unspecified)	24.1	11.7	-1.7	2.2	30.3	19.6	-1.4	2.4	-1.2
COc1ccc([C@H]2CC(=O)C=C(c3ccc(-c4ccccc4)c(F)c3)C2)cc1	-25.4	0.7	-3.9	4.8	4.5	7.5	-4.3	30.5	0.4
COC(=O)c1c(NC(=O)C2CC(C)=C(C)CC2C(=O)O)sc2c1CCCCC2 (stereo unspecified)	-0.2	17.7	-1.5	7.0	27.7	-5.3	-5.6	5.1	0.4
CCOC(=O)c1[nH]c2ccc(OC)cc2c1NC(=O)c1ccc(OC)c(OC)c1	2.5	-17.6	-2.2	-0.3	22.4	1.4	-0.1	-1.5	3.0
CC[C@]12c3[nH]c4ccccc4c3CCN1C(=O)C(CC(=O)NC/C=C(\C)CCC=C(C)C)C[C@@H]2C(=O)N1CCN(C(=O)C2CC2)CC1 (stereo partly specified)	42.1	-6.3	5.3	10.3	-3.5	18.0	-1.8	21.7	9.5
COc1ccc(CN(C)C(=O)c2cc(S(=O)(=O)NCc3ccccc3)ccc2C)c(OC)c1	12.0	0.9	2.2	-10.5	-1.1	8.5	-0.5	-1.2	2.0
CC1CN(C(=O)C2(C)CC2(Cl)Cl)CC(C)O1 (stereo unspecified)	-33.3	-1.0	-1.4	-3.9	16.2	6.9	5.1	-5.9	-0.2

Pulled one by one from the list above:
SMILES	Mdm2 MdmX PPI	APJ antag	UPR XBP1 act	CXCR6 inh	tim23-1 inh	CCR6 antagonist	APJ ag	EBI2 antag	UPR CHOP act
CCOC(=O)c1[nH]c2ccc(OC)cc2c1NC(=O)c1ccc(OC)c(OC)c1	2.5	-17.6	-2.2	-0.3	22.4	1.4	-0.1	-1.5	3.0
O=S(=O)(NCCN1CCOCC1)c1ccc(-c2ccc(S(=O)(=O)NCCN3CCOCC3)cc2)cc1	8.8	-23.3	1.2	6.5	5.6	11.5	1.8	-3.1	-0.2
COC(=O)c1c(NC(=O)C2CC(C)=C(C)CC2C(=O)O)sc2c1CCCCC2 (stereo unspecified)	-0.2	17.7	-1.5	7.0	27.7	-5.3	-5.6	5.1	0.4
COc1ccc(OC)c(NC(=O)c2ccc(-n3cccn3)nc2)c1	-1.9	-1.9	-0.2	-4.5	-0.2	-4.4	0.5	-2.3	-2.2
